hcGAS inh: human cGAS inhibition | Q8N884 | recombinant h-cGAS, ATP depletion, Kinase-Glo luminescence | inhibition, % at 12.5 µM | hit rate 0.081% among 290,000;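 note: 0% = vehicle reaction and 100% = reaction without DNA for no activity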
Target sequence (Q8N884 whole entry, looked up): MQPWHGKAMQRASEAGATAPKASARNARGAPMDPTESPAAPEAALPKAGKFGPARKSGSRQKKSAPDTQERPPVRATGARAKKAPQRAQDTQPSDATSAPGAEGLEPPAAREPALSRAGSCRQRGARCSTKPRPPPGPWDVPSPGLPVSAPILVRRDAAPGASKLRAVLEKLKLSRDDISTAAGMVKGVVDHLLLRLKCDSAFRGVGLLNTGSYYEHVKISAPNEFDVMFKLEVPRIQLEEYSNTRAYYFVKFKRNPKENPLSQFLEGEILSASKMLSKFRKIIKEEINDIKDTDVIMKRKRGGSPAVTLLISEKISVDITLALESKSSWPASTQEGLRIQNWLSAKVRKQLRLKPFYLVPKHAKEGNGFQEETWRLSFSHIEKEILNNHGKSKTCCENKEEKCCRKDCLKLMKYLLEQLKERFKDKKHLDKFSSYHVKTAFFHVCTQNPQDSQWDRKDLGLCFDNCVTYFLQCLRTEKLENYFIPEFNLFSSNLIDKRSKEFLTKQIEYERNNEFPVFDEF
mcGAS lum: blocks mouse cGAS activity. recombinant cGAS, Kinase-Glo ATP depletion luminescence. inhibition, % at 12.5 µM. hit rate 0.15% among 160,000. AID 1259399;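 note: 0% = negative control wells and 100% = reference inhibitor with no enzyme activity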
NPYLR7 agonist: mosquito NPYLR7 agonism; HEK293T NPYLR7/Galpha15, GCaMP6s calcium fluorescence; activation, % at 10 µM; hit rate 0.15% among 270,000; AID 1259423; in the data active = activation above about 40%;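 note: 0% = vehicle and 100% = reference agonist at the receptor; some compounds past the cut are filed as inactive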
Numbers without * were called inactive; / = not tested or not shown; & = joins results of further samples. Cut-off read from the data, not from the text of the source, unless noted: active = inhibition above about 40%; inactive = the rest.

SMILES | hcGAS inh | mcGAS lum | NPYLR7 agonist
c1ccc(N2CCN(C3CCCN(C4CCCCCC4)C3)CC2)cc1 (centres undefined) | -7 | -9 | -3
CN(Cc1ccccc1)c1oc(-c2ccc(COc3ccccc3)o2)nc1C#N | -5 | -7 | 0
CCCCOC(=O)N(CCC)OC(=O)Nc1ccccc1 | -8 | / | 4
COCC(C)NC(=O)CC1CSc2nc(C(C)C)cc(=O)n21 (centres undefined) | -3 | / | -1
CN(C)C=Nn1cnc2sc3c(c2c1=O)CCCC3 | -1 | 0 | 2
CCS(=O)(=O)Oc1cccc(CN(C(=O)c2ccc(OC)cc2OC)C(C)C)c1 | 4 | 1 | -7
Cc1cc(C(=O)NCCc2ccc(Cl)cc2)c(C)o1 | 4 | / | -1
CC(C)c1noc(-c2ccnc(N3CCN(C)c4ccccc4C3)c2)n1 | 0 | / | 0
CCCS(=O)(=O)N1CCC(NC(=O)c2cc(Cl)cc(Cl)c2)CC1 | -7 | / | -2
CCC(C)(CCCN)C1OCCO1 (centres undefined) | -12 | / | 17
O=C(c1cnc2ccccc2c1)N1CCOC(Cc2ccccc2)C1 (centres undefined) | -5 | -6 | -10
O=c1ccc(-c2cccc([N+](=O)[O-])c2)nn1Cc1c(F)cccc1Cl | -4 | / | 10
COc1ccc(C(=O)N(Cc2ccco2)Cc2cc(NC(=O)c3cccc(F)c3)ccc2N(C)C)cc1 | -8 | -4 | 6
Cc1nc(NS(=O)(=O)c2ccc(Br)s2)c2c3c(sc2n1)CCC3 | 4 | / | 8
CCOC(=O)c1cc(-c2ccc(N3CCN(C(=O)c4c(C)noc4C)CC3)cc2)n(-c2ccccc2Cl)n1 | -4 | -4 | /
CCOC(=O)CSc1nnc(NC(=O)COc2ccccc2)s1 | -5 | -6 | 1
CCN(CC)C(=O)C(Br)C12CC3CC(CC(C3)C1)C2 (centres undefined) | 10 | 1 | /
COCCN1CCCC(O)(CNCc2c(F)cccc2Cl)C1=O (centres undefined) | -9 | / | -1
O=C(NCCn1ncc2c(=O)n(Cc3ccccc3)cnc21)c1cccs1 | -5 | -10 | -3
COc1ccccc1C(=O)N1CCN(c2nc(CCc3ccccc3)nc3sc(C)c(C)c23)CC1 | -13 | -7 | -2
Cc1c(Br)c(C(F)(F)F)nn1CC(=O)N1CCCC1 | -7 | / | -2
CC(C)S(=O)(=O)Oc1cccc(CNCc2ccc(F)cc2)c1 | 3 | / | 10
COc1ccc(-n2c(SCCCCC(=O)N3CCN(C(=O)c4cccc(OC)c4)C(C)C3)nnc2-c2ccco2)cc1 (centres undefined) | -3 | -4 | 11
c1csc(-c2nnn(CN3CCCC(c4nc5ccccc5s4)C3)n2)c1 (centres undefined) | -4 | / | -2
C(=Nc1ccc2c(c1)OCO2)c1ccc2ncccc2c1 | -5 | -2 | 6

Filtered by structure, those above containing an aryl thioether with sulfur outside any ring.
SMILES | hcGAS inh | mcGAS lum | NPYLR7 agonist
CCOC(=O)CSc1nnc(NC(=O)COc2ccccc2)s1 | -5 | -6 | 1
COc1ccc(-n2c(SCCCCC(=O)N3CCN(C(=O)c4cccc(OC)c4)C(C)C3)nnc2-c2ccco2)cc1 (centres undefined) | -3 | -4 | 11

The listing picks up, starting 5 compounds before the break.
SMILES | hcGAS inh | mcGAS lum | NPYLR7 agonist
Cc1c(Br)c(C(F)(F)F)nn1CC(=O)N1CCCC1 | -7 | / | -2
CC(C)S(=O)(=O)Oc1cccc(CNCc2ccc(F)cc2)c1 | 3 | / | 10
COc1ccc(-n2c(SCCCCC(=O)N3CCN(C(=O)c4cccc(OC)c4)C(C)C3)nnc2-c2ccco2)cc1 (centres undefined) | -3 | -4 | 11
c1csc(-c2nnn(CN3CCCC(c4nc5ccccc5s4)C3)n2)c1 (centres undefined) | -4 | / | -2
C(=Nc1ccc2c(c1)OCO2)c1ccc2ncccc2c1 | -5 | -2 | 6
O=C(Nc1cccc(C(=O)N2CCCC2)c1)c1ccc(-c2ccco2)[nH]c1=O | -4 | / | 3
COc1ccccc1Cn1c(C(=O)N2CCN(C(=O)c3ccco3)C(C)C2)cc2ccsc21 (centres undefined) | -9 | -5 | 34
O=C1NC2(CCN(C(=O)Cc3cccs3)CC2)Nc2cccc(Cl)c21 | -1 | -2 | -1
Cc1ccccc1-c1cnnc(NCC2CCCN(c3ncccn3)C2)n1 (centres undefined) | -9 | / | 8
Cc1ccc(Cl)cc1NC(=O)C(C)OC(=O)CC1C=CS(=O)(=O)C1 (centres undefined) | -8 | / | -3
CCN1CCN(C(=O)c2ccc(CSc3nnc(-c4ccco4)n3-c3ccc(OC)cc3)cc2)CC1 | -11 | -6 | 16
Cc1nc(C(=O)N(C)CCC=C2c3ccccc3CCc3ccccc32)cs1 | 4 | 0 | -8
c1cc(-n2cnnc2)ccc1OCC1CCCO1 (centres undefined) | -8 | -11 | /
O=C(O)C1(O)CCN(c2noc(-c3ccccc3)n2)CC1 | -9 | -10 | 4
CCOC(=O)C(C(C)=O)C1CCS(=O)(=O)C1 (centres undefined) | 0&-5 | -4 | 0&2
CN(Cc1nccn1Cc1ccccc1)C(=O)CC1COCCN1 (centres undefined) | -1 | / | 2
Cn1c(=O)c2c(ncn2CCn2cnc3c2c(=O)n(C)c(=O)n3C)n(C)c1=O | -5 | / | -1
COc1cc(C(=O)N(C)CC(=O)NC(C)(C)C)ccc1OCc1ccc(Cl)cc1 | -4 | -21 | 1
CN(Cc1ccc2ccccc2c1)C(=O)CCC1NC(=O)NC1=O (centres undefined) | 1 | / | 1
C=CCc1cc(CN2CCCN(C(=O)c3ccco3)CC2)ccc1O | -9 | -14 | 9
Cc1ccc(C2(O)CCN(C(=O)Cc3noc4ccccc34)CC2)nc1 | -5 | -19 | 10
CNC(=O)NC(=O)C(C)Sc1nnc(-c2ccc(C(C)(C)C)cc2)n1C (centres undefined) | -11 | / | 4
CCC(CC)NC(=O)CN1C(=O)C(=O)N(CCC2=CCCCC2)C1=O | -3 | / | 7
COCC(C)NCc1noc(Cc2cccs2)n1 (centres undefined) | -10 | / | 4
Cc1ccc(S(=O)(=O)CCC(=O)NC2(C)CCS(=O)(=O)C2)cc1 (centres undefined) | -9 | / | 1
Cc1ccc(C)c(Cc2c(C)nc(-c3ccccc3)nc2N2CCN(C(=O)c3cccc(Cl)c3)CC2)c1 | -4 | -6 | /
CCc1cccc(NC(=O)N2C3CCC2CN(CC)CC3)c1 (centres undefined) | -5 | / | -1
CC(=O)N1CCN(C(=O)c2coc(CN(CCc3c[nH]c4ccccc34)Cc3sccc3C)n2)CC1 | -3 | -4 | 20
Cc1nnc(NC(=O)c2cncc(Br)c2)s1 | -6 | -9 | -10
Cc1ccc2nc(C)c(NC(=O)Cc3ccc(F)cc3)c(=O)n2c1 | -17 | / | 0
(cont.)
SMILES | hcGAS inh | mcGAS lum | NPYLR7 agonist
O=c1[nH]c2ccccc2c(O)c1Sc1ccccc1 | -2 | / | 5
CC(C#N)OC(=O)c1c(-n2cccc2)sc2c1CCCC2 (centres undefined) | -3 | / | -1
CCCCCN1CCN(c2nc3c(c(=O)[nH]c(=O)n3C)n2CCCc2ccccc2)CC1 | -7 | -6 | 5
Cc1ccnc(SCCn2c(N3CCC(C)CC3)nc3c2c(=O)[nH]c(=O)n3C)n1 | -6 | -9 | 0
O=C(Cc1c[nH]c2ccccc12)NC(c1ccc(F)cc1)c1ccc(SCc2ccccc2)cc1 (centres undefined) | -9 | -4 | 6
C=CCn1c(-c2ccc(Br)cc2)n[nH]c1=S | -5 | / | 4
CC(NC(=O)c1cnc(Nc2ccccc2)nc1)c1cnn(C)c1 (centres undefined) | -12 | / | 18
CCCCC(O)CN(Cc1c(-c2ccccc2)nn(C)c1Oc1cccc(OC)c1)CC1CCCO1 (centres undefined) | -6 | -6 | 7
CN(Cc1cn(-c2ccccc2)nc1-c1ccco1)C(=O)CCC(=O)O | -7 | / | 0
CCCNC(=O)Cn1nc(C(C)C)c2cnn(-c3ccc(F)cc3)c2c1=O | -5 | / | 7
NC(=O)CC1(NS(=O)(=O)c2ccc(Br)s2)CCOCC1 | -10 | / | 13
O=C(COc1ccccc1)Nc1nn(Cc2ccc(Oc3ccccc3)cc2)c2ccccc12 | -5 | -6 | 13
CC(C)(C)OC(=O)Nc1ccc(F)cc1NC(=O)C1CCC(=O)N1 (centres undefined) | -10 | / | 14
CCCCc1ccc(C(=O)N(CC(=O)N2CCc3sccc3C2c2ccc(F)cc2)C(C)CC)cc1 (centres undefined) | -5 | -6 | -3
CCc1cc(C(=O)NC2=C(C)N(Cc3ccccc3C)NC2C)no1 (centres undefined) | -12 | -7 | 0
O=C1CN(C(=O)CCc2ccccc2)CC(O)CN1CCOc1ccccc1 (centres undefined) | 2 | -7 | 10
CCOC(=O)c1[nH]c2ccccc2c1NC(=O)c1ccc(OC(C)C)cc1 | -6 | -7 | 3
Nc1c(Sc2ccccc2)cc(Sc2ccccc2)c2c1C(=O)c1ccccc1C2=O | -6 | -6 | 23
CCn1c(C2CCCN(Cc3cc(=O)c4ccccc4[nH]3)C2)n[nH]c1=O (centres undefined) | -3 | / | 3
CC(C)(C)C1=NN(C=O)C(O)(C(F)(F)F)C1 (centres undefined) | 5 | 0 | /
O=C(C1CCC(CNc2c(N3CCCCC3)c(=O)c2=O)CC1)N1CCN(C2CCCC2)CC1 (centres undefined) | -11 | -3 | 4
CN(C)S(=O)(=O)N(C)Cc1ccccc1 | -3 | / | 1
CC(C)C(=O)N1CCCC(C(=O)Nc2ccc(Br)cn2)C1 (centres undefined) | -5 | / | 7
Cc1cccc(CO[C@]2(C(=O)NCCN3CCCC3)CC(OCc3cccc(OC(F)(F)F)c3)[C@@H]3OC(C)(C)O[C@@H]3C2)c1 (some centres undefined) | 4 | -4 | 5
C=CCN(Cc1csc(COc2c(OC)cccc2OC)n1)C(=O)C1CCCC1 | -3 | -4 | 12

Looked up by structure from the entries so far:
SMILES | hcGAS inh | mcGAS lum | NPYLR7 agonist
CC(C)S(=O)(=O)Oc1cccc(CNCc2ccc(F)cc2)c1 | 3 | / | 10
Cc1ccc2nc(C)c(NC(=O)Cc3ccc(F)cc3)c(=O)n2c1 | -17 | / | 0

Remaining list, next part:
SMILES | hcGAS inh | mcGAS lum | NPYLR7 agonist
Cc1ccc(C)c(-n2c(SC(C)C(=O)N3CCCC3)nc3ccccc3c2=O)c1 (centres undefined) | -7 | -8 | -1
Cc1cc(C)c(C(=O)C2OC(=O)C(C)(C)C(=O)C2(C)C)c(C)c1 (centres undefined) | -10 | -4 | -5
CCOc1ccc2nc(-c3nccn3C(C)Cn3cncn3)ccc2c1 (centres undefined) | 2 | 21 | 4
CCn1cc(NC(=O)Nc2ccc(N3CCCC3)cc2C)cn1 | 6 | / | 0
COC(=O)c1cc(-c2ccc(OC)c(OC)c2)on1 | -8 | / | -6
CSc1nnc2c(n1)OC(c1ccc(Br)cc1)Nc1ccccc1-2 (centres undefined) | -10 | 5 | 2
CC1=CC(=NNc2nc(C)cc(=O)[nH]2)CC(C)(C)C1 | 0 | / | -2
CCOC(=O)c1nn(-c2ccc(Cl)cc2)c(=O)c2c(NC(=O)Cc3cccc(C)c3)scc12 | -6 | -7 | 2
Cc1cccc(SC2CCN(Cc3ncccc3C(=O)O)CC2)c1 | -2 | -1 | -7
COc1ccc2nc(SCC(=O)c3ccc(NS(C)(=O)=O)cc3)[nH]c2c1 | -8 | / | 15
CSc1nnc(SCC(=O)Nc2ccccc2)s1 | -12 | / | 0
CCC1(C)Cc2ccccc2C(NC(=O)c2ccccc2)=C1C#N (centres undefined) | 3 | -2 | 2
Cn1c(N)c(C(=O)CSc2nccc(=O)[nH]2)c(=O)n(C)c1=O | -7 | / | 0
COc1ccc(-c2cc3nc(C)cc(N4CCCC4)n3n2)cc1OC | -8 | -8 | 4
CCc1nc2c(OCCC3CCCCC3)cccn2c1N(C)C(=O)c1ccc(OC)cc1 | -1 | -3 | 14
CCOCCOc1nc(-c2cccc(C(F)(F)F)c2)n(-c2ccc(N)cc2)n1 | -6 | -4 | -3
CCc1nc2c(OCc3c(C)noc3C)cccn2c1N(C=O)Cc1ccccc1 | 0 | -3 | -7
Cn1nnnc1SCC(=O)N1N=C(c2cccs2)CC1c1cccs1 (centres undefined) | -9 | / | 1
CCN(CC)CCCNc1ncnc2sc3c(c12)CCC(C)C3 (centres undefined) | -3 | -1 | 3
CC1CCN(c2nc(N3CCOCC3)nc(N3CCOCC3)n2)CC1 | 2 | 1 | -3
Cc1ccc(CNC(=O)Cn2c(CO)cnc2SCc2ccc(C)cc2)cc1 | -6 | / | 11

Entries shown so far with a COOH group:
SMILES | hcGAS inh | mcGAS lum | NPYLR7 agonist
O=C(O)C1(O)CCN(c2noc(-c3ccccc3)n2)CC1 | -9 | -10 | 4
CN(Cc1cn(-c2ccccc2)nc1-c1ccco1)C(=O)CCC(=O)O | -7 | / | 0
Cc1cccc(SC2CCN(Cc3ncccc3C(=O)O)CC2)c1 | -2 | -1 | -7

Screening data (PubChem)
